Screening data as filed in PubChem BioAssay.
UBC13 polyUb: human UBC13 polyubiquitination inhibition | AID 485273 | hit rate 0.47% among 330,000 | UBC13 polyubiquitin chain formation, TR-FRET | inhibition, % at 20 µM | P61088; in the data active = inhibition above about 45%, passing the limit was not always enough; inconclusive = no clear call, values can overlap the other calls
Target sequence (P61088 whole entry, looked up): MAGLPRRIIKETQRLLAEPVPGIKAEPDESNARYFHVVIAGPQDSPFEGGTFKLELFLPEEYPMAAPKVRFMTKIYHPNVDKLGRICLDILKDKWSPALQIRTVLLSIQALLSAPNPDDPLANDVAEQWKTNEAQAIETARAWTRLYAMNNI
MIN6 prolif: MIN6 beta-cell proliferation induction; MIN6 cells proliferation, ATPlite luminescence, 48 h; cells starved in 0.2% serum; 100% = growth in 10% serum; proliferation, % at 10 µM; AID 2380; hit rate 0.29% among 330,000;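 active = compounds whose signal lies at least 3.5 SD above the mean of all wells on their plate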;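 note: 0% = DMSO-treated cells in low-serum medium and 100% = 10% serum control; some compounds called inactive have numbers as strong as hits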
SENP6 inh: SENP6 protease inhibition; Q9GZR1; Recombinant SENP6 catalytic domain, aminoluciferin luminescence; inhibition, % at 10 µM; hit rate 1.8% among 330,000;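 active = inhibition above about 50% at the single tested dose, limit read from the data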;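 note: plate controls were DMSO wells with enzyme for no effect and DMSO wells lacking enzyme for full effect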
Target sequence (Q9GZR1 628-1112 limits assumed): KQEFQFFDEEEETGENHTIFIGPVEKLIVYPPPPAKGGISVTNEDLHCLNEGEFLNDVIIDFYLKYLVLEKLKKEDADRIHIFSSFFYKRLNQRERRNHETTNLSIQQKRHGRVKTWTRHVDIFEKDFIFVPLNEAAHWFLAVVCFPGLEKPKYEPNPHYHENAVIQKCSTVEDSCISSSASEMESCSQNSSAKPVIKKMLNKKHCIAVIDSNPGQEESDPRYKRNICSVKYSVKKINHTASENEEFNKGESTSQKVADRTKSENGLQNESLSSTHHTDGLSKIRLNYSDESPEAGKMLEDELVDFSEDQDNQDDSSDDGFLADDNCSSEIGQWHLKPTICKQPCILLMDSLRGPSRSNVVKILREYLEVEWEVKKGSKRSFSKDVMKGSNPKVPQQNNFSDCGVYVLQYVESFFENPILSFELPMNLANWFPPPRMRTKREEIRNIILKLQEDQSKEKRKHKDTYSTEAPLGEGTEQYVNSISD
SENP1 inh: inhibitors of human SENP1 SUMO protease catalytic domain | hit rate 0.21% among 360,000 | Q9P0U3 | AID 624204 | inhibition, % at 10 µM | recombinant SENP1 catalytic domain, CyPet-SUMO1-YPet FRET cleavage;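 active = inhibition at least 30% at 10 µM, raw YFP signal under a set limit, fluorescence ratio 0.5 to 1.5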;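 note: 0% = enzyme with DMSO and 100% = no enzyme wells; some results filed as inactive read as strong as hits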
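Material – human SENP1 catalytic domain · Input – SENP1 enzyme, 20 pM final · Compound dosing – single concentration of 10 µM compound, 0.5% DMSO final · Timing – enzyme reaction for 50 min at room temperature, dark · Measured by – FRET fluorescence in CFP and YFP emission channels · Control set – no-enzyme wells low, DMSO-plus-enzyme wells high control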
HKDC1 inh: HKDC1 (human) hexokinase inhibition | inhibition, % at 20 µM | recombinant HKDC1, G6PDH/diaphorase resazurin coupled fluorescence | Q2TB90 | hit rate 0.16% among 340,000;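 active = inhibition above about 35% when tested at 20 µM, limit read from the data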;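 note: plate controls were DMSO wells with enzyme for no effect and DMSO wells lacking enzyme for full effect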
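Material – in-house recombinant HK5 (HKDC1) enzyme · Quantity – HKDC1 at 5 µg/mL · Buffer or medium – pH 8.0 Tris buffer with 10 mM MgCl2 · Reagent – glucose with 1 mM ATP · Dosing – single 20 µM dose · Times – reaction time 90 min, room temperature, protected from light · Technique – resorufin fluorescence at 613 nm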
SENP7 inh: SENP7 protease inhibition | hit rate 1.5% among 330,000 | inhibition, % at 5 µM | recombinant SENP7, Z-RLRGG-aminoluciferin luminescence, 40 min;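 active = inhibition above about 50% at the single test dose, limit read from the data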;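 note: plate controls were DMSO with enzyme for no effect and no enzyme buffer wells for full effect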
Target sequence (Q9BQF6 706-1050 limits assumed): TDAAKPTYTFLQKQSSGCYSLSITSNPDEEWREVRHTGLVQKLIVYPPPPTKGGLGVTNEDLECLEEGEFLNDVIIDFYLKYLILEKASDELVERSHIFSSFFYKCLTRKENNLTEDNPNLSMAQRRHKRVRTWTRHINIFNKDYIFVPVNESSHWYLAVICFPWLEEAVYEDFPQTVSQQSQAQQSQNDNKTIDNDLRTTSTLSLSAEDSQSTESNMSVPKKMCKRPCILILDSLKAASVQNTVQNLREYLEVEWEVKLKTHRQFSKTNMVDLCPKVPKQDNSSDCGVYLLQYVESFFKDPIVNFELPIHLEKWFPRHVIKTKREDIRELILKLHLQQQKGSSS
SENP8 block-1: blocks human SENP8 cleavage of Nedd8 substrate; inhibition, % at 20 µM; recombinant SENP8, Nedd8 substrate fluorescence; AID 602440; hit rate 0.64% among 360,000; in the data active = inhibition mostly above about 40%, no sharp cut-off; inactive = mostly below about 27%
PfGluPho inh: PfG6PD (Plasmodium falciparum) enzyme inhibition. PfGluPho enzyme, NADPH resazurin-diaphorase fluorescence. inhibition, % at 20 µM. hit rate 0.78% among 350,000;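 active = inhibition reaching at least a set limit at 20 µM in the primary screen, cut at about 59% in these data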;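 note: 0% = DMSO wells with substrate and 100% = DMSO wells lacking glucose-6-phosphate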
SENP8 block-2: blocks the human protease SENP8; purified SENP8, Z-RLRGG-aminoluciferin cleavage, luminescence; inhibition, % at 10 µM; hit rate 1.2% among 330,000; AID 2540; in the data active = inhibition above about 50%
* hit, by the source's call; ? = inconclusive; nt = no result given; & = joins results of further samples.

SMILES	UBC13 polyUb	MIN6 prolif	SENP6 inh	SENP1 inh	HKDC1 inh	SENP7 inh	SENP8 block-1	PfGluPho inh	SENP8 block-2
O=C(NCCNC(=O)c1ccccc1O)c1ccccc1O	-2	1	1	-1	6	7	-498	-13	5
Cc1nc2ccccn2c1C(=O)N/N=C/c1ccccc1[N+](=O)[O-]	63*	5	-3	0	2	1	-28	-6	1
Cc1cc(C(=O)NCC(=O)Nc2ccc(F)c(F)c2)c(C)o1	3	-5	9	-1	-2	3	2	5	5
O=C(Nc1nnc(S(=O)(=O)N2CCCC2)s1)c1ccccc1F	-2	2	-7	0	-1	-4	-40	24	8
O=C(Cn1c2[n+](c3ccc(C(F)(F)F)cc31)CCCCC2)Nc1c(F)cccc1F	-3	-3	11	2	1	10	9	7	-3
O=C(O)/C(=C\c1ccc(Cl)c([N+](=O)[O-])c1)c1ccc(S(=O)(=O)N2CCCC2)s1	-22	0	8	3	7	-3	-8	-2	7
Cc1ccc(CN2CCN(Cc3c(C)nn(C(C)C)c3C)CC2CCO)o1 (stereo not drawn)	5	-1	8	-3	-8	9	4	-8	2
Fc1ccc(Cn2ccc(-c3cnc(-c4ccccc4)s3)n2)cc1	8	-3	12	1	4	21	-491	26	-8
CCOC(=O)C1CCN(Cc2ccccc2C)CC1	-4	2	-30	1	-14	6	-5	8	-1
Cn1cccc1C(=O)OCC(=O)NCCc1ccc(S(N)(=O)=O)cc1	13	-1	-5	2	5	1	21	6	-2
Cc1c(/C=N/NC(=O)CNc2ccccc2)c2ccccn2c1C(=O)c1ccc(Cl)cc1	-18	-5	-9	31*	12	-9	19	15	-13
COc1ccccc1CN1CC(C(=O)N2CCC(OC)CC2)CCC1=O (stereo not drawn)	2	-4	-1	2	0	11	5	-12	5
O=C(NCCO)C(c1ccccc1)c1ccccc1	1	0	-4	2	-6	4	19	8	0
S=C(Nc1ccc(Cl)c(Cl)c1)NC1CCCCC1	6	-6	4	2	5	14	10	4	2
Cc1occc1C(=O)N/N=C/C1=C(N2CCOCC2)C(=C\c2ccc(Cl)cc2Cl)/CC1	-24	-3	6	-26	-1	0	-39	-1	-2
CC(C)CS(=O)(=O)C1=NSC2=NC(=O)/C(=C\c3ccc(OC(=O)c4ccco4)cc3)C(=N)N21	-22	-1	8	-84	16	-5	5	-30	-17
Cc1ccc(NC(=O)Nc2cc(C)on2)cc1	15	-1	-19	2	-6	-1	12	11	-6
COc1ccc2c(C)cc(SCC(=O)NCC3CCCO3)nc2c1 (stereo not drawn)	20	9	2	0	-2	1	-34	-19	6
Cc1ccc(N(C(=O)c2ccco2)C(C(=O)NC2CCCC2)c2cccnc2)cc1 (stereo not drawn)	3	-2	-3	0	-3	2	9	18	-1
O=C(Nc1nnc(COc2ccccc2)s1)C1CCN(S(=O)(=O)c2ccc(Cl)cc2)CC1	-1	0	-6	-2	-8	-2	8	-9	-6
CC(C)C[C@H](NC(=O)c1nc[nH]c1C(=O)N1CCN(C(=O)OC(C)(C)C)CC1)C(=O)OCc1ccccc1	-6	-9	-3	-2	0	5	10	17	1
Cc1cc(-c2ccc(NS(=O)(=O)c3ccccc3)c(C)c2)ccc1NS(=O)(=O)c1ccccc1	nt	nt	nt	2	-3	nt	-3	-2	nt
Cc1c(Cl)ccc2c(C(=O)NC(C)c3ccncc3)cc(-c3ccncc3)nc12 (stereo not drawn)	9	-4	-5	nt	nt	2	nt	nt	5
Cc1cc(NC(=O)CCCC(=O)NCc2cccs2)no1	7	-2	6	1	-2	12	14	6	4
CCOC(=O)c1cnc[nH]c1=O	nt	nt	nt	0	-1	nt	21	-9	nt
CCOC(=O)C1CCN(c2cc3c(cc2NC(=O)c2ccccc2)n(C)c(=O)n3C)CC1	6	0	7	4	9	15	-71	13	-3
COc1ccc(N(C)C2=NS(=O)(=O)c3ccccc32)cc1	4	-1	-3	1	-1	-4	20	5	-1
CC(C)C[C@@H](CNCC(=O)[C@H](Cc1c[nH]c2ccccc12)NC(=O)c1[nH]cnc1C(=O)N[C@@H](C)CN)NC(=O)c1nc[nH]c1C(=O)N[C@@H](CC(=O)O)C(=O)O	nt	nt	nt	-28	14	nt	-22	15	nt
O=C(NCC(=O)N(c1cccnc1)C(C(=O)NC1CCCCC1)c1ccccc1F)c1ccco1 (stereo not drawn)	-6	1	-9	1	-5	5	10	-6	7
CC1C(=O)N2CCCc3cc(S(=O)(=O)NCCc4ccccc4)cc1c32 (stereo not drawn)	-1	-2	9	-4	-2	4	6	-9	17
Cc1ccc(C(=O)OCC(=O)Nc2ccc(S(N)(=O)=O)cc2)c(O)c1	3	-3	4	3	-2	3	9	-1	1
Nc1c(N(CCC2=CCCCC2)C(=O)C2CC2)c(=O)[nH]c(=O)n1Cc1ccccc1	-1	0	0	-4	5	-6	2	2	-1
CC(C)CN(C(=O)COC(=O)C12CC3CC(CC(O)(C3)C1)C2)C1CCS(=O)(=O)C1 (stereo not drawn)	1	-3	-5	0	3	9	24	-14	1
COC(=O)C1CCN(C(=O)CSc2nc3nc(C)cc(C)n3n2)CC1	2	0	-9	-1	-5	2	0	0	6
CCOC(=O)c1c(NC(=S)N2CCOCC2)sc2c1CCN(C(=O)OCC)C2	2	-6	-20	-14	2	-1	0	30	1
CS(=O)(=O)NCCSCc1ccccc1	3	-1	-13	3	-4	6	22	-3	0
CCOC(=O)CNC(=O)c1ccc(C#CC2(O)CCCCC2)cc1	4	3	-8	1	-9	0	6	5	-4
CC1(C)N=C(N)N=C(N)N1CCCCc1ccccc1	nt	nt	nt	-2	-4	nt	12	3	nt
Cc1c(-n2cc(C(=O)c3cc(F)ccc3O)cc(C#N)c2=O)c(=O)n(-c2ccccc2)n1C	-14	3	5	45	9	4	1	-12	-6
CN(C(=O)CSc1nnc(N)s1)C1CCCCC1	-3	-1	6	0	-5	3	2	-1	0
Cc1ccc(C(=O)C[n+]2cc(-c3ccccc3)n3c2CCCCC3)cc1	-2&6	-6&-6	-13&-1	1&0	-8&-7	-2&3	26&15	-3&-10	-7&8
CN(C)c1ccc(C(CNC(=O)Cc2cccc3ccccc23)N(C)C)cc1 (stereo not drawn)	0	-2	-11	1	3	3	7	2	1
CN(c1ccccc1)S(=O)(=O)c1ccc(C(=O)Nc2nnc(C3=COCCO3)o2)cc1	-24	-3	-11	1	-8	7	14	-13	-1
COc1ccc2[nH]c(C(=O)NCCN3CCOCC3)cc2c1	6	-4	-20	1	2	-9	-449	-16	-5
CCNc1nc(OCC)nc(N2CCC(Cc3ccccc3)CC2)n1	15	-6	-16	2	-7	-5	18	18	-4
Oc1ccccc1/C=N/n1c2ccccc2c2ccccc21	-1	0	-16	2	-6	-4	3	0	-1
Cc1ccc(-c2nc3c(c(=O)c4ccccc4n3C)c(=O)n2Cc2ccco2)cc1	1	-4	-9	-1	9	1	-47	23	-5
CC(=O)c1cccc(CN2CCCC(N3CCN(c4ccccc4F)CC3)C2)c1 (stereo not drawn)	-3	0	12	1	-3	11	5	-10	-4
CC(=O)c1ccc(OC(=O)c2cc3ccccc3oc2=O)cc1	22	0	-15	nt	nt	-1	nt	nt	-6
CCCCCCc1nc2ccccc2c(=O)n1NC(=O)c1c(O)c2c(n(CC(C)C)c1=O)CCCC2	7	0	5	0	5	13	-88	-12	-3
Cc1cccc(N(CC(=O)Nc2c(C)n(C)n(-c3ccccc3)c2=O)S(C)(=O)=O)c1	7	0	-9	0	-1	9	4	1	0
COc1cccc(NC(=O)Nc2ccccc2SC)c1	8	-2	33	0	16	47	12	-3	51*
CCOC(=O)c1c(-c2ccccc2)c[nH]c1C	nt	nt	nt	4	-4	nt	0	-8	nt
CCOc1ccc(OCC(O)CN2CCc3ccccc3C2)cc1 (stereo not drawn)	7	1	8	1	5	1	21	-7	7
CC(=O)Nc1ccc(N2C(=O)CC(c3ccccc3)CC2=O)cc1	-15	0	-3	1	-5	-36	26	7	-6
Brc1ccc2ncnc(NCc3cccnc3)c2c1	?	2	-3	2	-3	-2	-14	17	-8
CC[C@H](CO)Nc1nc(Nc2cccc(Cl)c2)c2ncn(C(C)C)c2n1	77*	-9	-16	-4	-4	2	-185	9	0
Cc1nn(-c2ccccc2)c(N2CCCC2)c1/C=N/NC(=S)Nc1cc(C(F)(F)F)ccc1Cl	-28	0	-7	2	-3	-8	-120	3	-14
Cc1cc(NC(=O)COc2ccccc2C)ccc1NC(=O)c1cccs1	5	0	-2	1	0	6	2	1	-3
CC(=O)c1sc(NC(=O)CN2C(=O)C3CCCCC3C2=O)nc1-c1ccccc1 (stereo not drawn)	4	3	-3	0	2	0	9	-18	-2

Some of these compounds in order of the SENP7 inh value, smallest number first.
compound	UBC13 polyUb	SENP6 inh	SENP1 inh	HKDC1 inh	SENP7 inh	SENP8 block-1	PfGluPho inh	SENP8 block-2
COc1ccc2[nH]c(C(=O)NCCN3CCOCC3)cc2c1	6	-20	1	2	-9	-449	-16	-5
Cc1ccc(-c2nc3c(c(=O)c4ccccc4n3C)c(=O)n2Cc2ccco2)cc1	1	-9	-1	9	1	-47	23	-5
CN(C)c1ccc(C(CNC(=O)Cc2cccc3ccccc23)N(C)C)cc1 (stereo not drawn)	0	-11	1	3	3	7	2	1

More structures
SMILES	UBC13 polyUb	MIN6 prolif	SENP6 inh	SENP1 inh	HKDC1 inh	SENP7 inh	SENP8 block-1	PfGluPho inh	SENP8 block-2
CSc1ccc(/C=N/NC(=O)CN2CCN(Cc3ccc(C)cc3)CC2)cc1	15	4	-7	0	-9	2	-9	-6	-6
O=C(CSc1ncnc2nc[nH]c12)c1ccc([N+](=O)[O-])cc1	1	0	-6	2	2	4	8	9	5
CSC1=NCCN1C(=O)c1ccc(S(=O)(=O)N(C)C)cc1	8	-1	0	2	-8	4	0	-14	1
CCOC(=O)c1c(C)n(C)c2cc([N+](=O)[O-])c(O)c([N+](=O)[O-])c12	-81	-1	-10	0	-2	-3	11	2	5
Cc1ccc(CN=C2Nc3ccccc3CS2)cc1	7	-5	89*	1	8	88*	14	-2	83*
COc1cc(-c2nc(CN(C)Cc3nnc(C)o3)c(C)o2)ccc1F	4	2	-3	0	-6	8	8	-8	5
CC(=O)/C(N=Nc1cc2c(cc1[N+](=O)[O-])OCCO2)=C(\C)O	-40	-2	-4	9	7	3	13	-4	4
Cc1cc(C(=O)OC(C)C(=O)Nc2nc(-c3ccccc3)cs2)c(C)o1 (stereo not drawn)	-4	-4	-27	2	0	3	7	0	2
CC(C)CCNC(=O)c1ccc(C2SCC(=O)N2Cc2ccco2)cc1 (stereo not drawn)	6	-2	4	4	-4	1	-6	2	-1
COc1ccc(-c2nnc(SCC(=O)N(C)C3CCS(=O)(=O)C3)n2C(C)C)cc1 (stereo not drawn)	3	0	19	-1	-5	-1	18	16	2
COc1ccc(C(=O)Nc2ccc(S(=O)(=O)Nc3cnc4ccccc4n3)cc2)cc1	-9	-2	21	1	-2	-4	-422	-20	2
Cc1cc(NS(=O)(=O)c2ccc(NC(=O)C(F)(F)F)cc2)nc(C)n1	-4	0	10	-1	-4	18	6	4	-11
O=C(NCC1CCN(Cc2ccccc2F)CC1)Nc1cc(F)ccc1F	10	4	20	1	2	1	21	20	1
